3T3 cytotox = NIH 3T3 cell cytotoxicity. NIH 3T3 viability, CellTiter-Glo ATP luminescence, 48-72 h. Potency, µM (series often up to 96.7 µM), without a hit: at the highest dose activity change, negative = cytotoxicity, usual class: inhibitors. 4.3% of 94,000 active. AID 1345082; note: potency is the fitted concentration of half-maximal effect; nearly all actives have a fitted effect of over 55% in size
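Luminescent ATP readout (CellTiter-Glo, 10 min RT) after 48 or 72 hr compound exposure of NIH 3T3 cells seeded at 400 cells/well in 1536-well format; quantitative HTS.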
SNCA expr inhib = reduces expression of the alpha-synuclein gene. HEK-293 SNCA-luciferase knock-in, luminescence, 24 h. Potency, µM (series often up to 57.2 µM), for the others: at the highest dose activity change, negative = inhibition, actives largely listed as inhibitors. 0.17% of 140,000 active;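 note: potency is the fitted concentration of half-maximal effect; plate controls were DMSO cells for no effect and cell-free wells for full effect; nearly all actives have a fitted effect of over 45% in size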
Luciferase inh = inhibitors of firefly (Photinus pyralis) luciferase; P08659; 2.5% of 76,000 active; Potency, µM (highest dose often 115 µM), for inactives: top-dose activity change, negative = inhibition, most hits filed as inhibitors; purified P. pyralis luciferase, luminescence, biochemical; note: potency is the fitted concentration of half-maximal effect; nearly all actives have a fitted effect of over 65% in size
Target sequence (P08659 whole entry, looked up): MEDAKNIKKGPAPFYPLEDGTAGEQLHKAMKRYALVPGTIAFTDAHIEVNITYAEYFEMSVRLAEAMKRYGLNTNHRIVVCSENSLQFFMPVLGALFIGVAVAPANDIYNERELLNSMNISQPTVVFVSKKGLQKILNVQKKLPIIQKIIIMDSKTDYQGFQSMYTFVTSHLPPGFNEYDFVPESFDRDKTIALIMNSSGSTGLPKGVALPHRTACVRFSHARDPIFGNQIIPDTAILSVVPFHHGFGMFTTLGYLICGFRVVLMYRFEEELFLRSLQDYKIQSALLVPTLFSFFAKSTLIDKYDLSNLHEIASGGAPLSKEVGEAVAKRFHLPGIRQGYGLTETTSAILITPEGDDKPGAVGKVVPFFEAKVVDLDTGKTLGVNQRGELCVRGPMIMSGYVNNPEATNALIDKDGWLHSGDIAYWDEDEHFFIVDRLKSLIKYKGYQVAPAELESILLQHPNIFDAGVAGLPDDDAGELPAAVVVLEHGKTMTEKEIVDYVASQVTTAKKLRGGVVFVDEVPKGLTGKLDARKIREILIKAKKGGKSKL
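Biochemical qHTS: compound (6-point titration) added to 10uM D-luciferin plus 10uM ATP in Tris acetate pH 7.5 buffer with Mg, Tween-20 and BSA, then purified enzyme at 10nM; light output imaged.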
HEK293 viab = counter-screen for SNCA expression inhibitors: cell viability; HEK-293-SNCA-luc viability, GF-AFC fluorescence, 24 h; Potency, µM (highest dose often 57.1 µM), without a hit: at the highest dose activity change, negative = cytotoxicity, usual class: cytotoxic; 0.12% of 150,000 active;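 note: potency is the fitted concentration of half-maximal effect; 0% = DMSO-treated cells and -100% = medium-only wells without cells; nearly all actives have a fitted effect of over 30% in size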
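HEK-293-SNCA-luc cells (1500/well) plated 24 h, then exposed 24 h to a dilution series; GF-AFC added 30 min at 37C, fluorescence 405/540 nm; normalised to medium-only and DMSO wells, Hill fit.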
GPT2 inh = GPT2 alanine aminotransferase inhibition; 0.25% of 100,000 active; Recombinant GPT2, coupled pyruvate oxidase/HRP Amplex Red fluorescence; Potency, µM (titrated, usually from 57.7 µM), for the others: at the highest dose activity change, negative = inhibition, usual class: inhibitors; note: potency is the fitted concentration of half-maximal effect; nearly all actives have a fitted effect of over 60% in size; many of its hits are not listed in these tables
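Inhibition is scored from Amplex Red fluorescence generated when pyruvate oxidase and HRP act on pyruvate released by GPT2. Reactions contain 10ng/uL enzyme, 250uM a-KG and 2mM L-alanine and run 30 min at room temperature.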
HEK293 tox = kills HEK 293 cells | AID 1345083 | HEK 293 viability, ATP luminescence (CellTiter-Glo), 48-72 h | 6.6% of 94,000 active | Potency, µM (doses to about 115 µM), for the others: top-dose activity change, negative = cytotoxicity, most hits filed as inhibitors; note: potency is the fitted concentration of half-maximal effect; nearly all actives have a fitted effect of over 60% in size
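Cytotoxicity was scored by loss of ATP-coupled luminescence (CellTiter-Glo) in HEK 293 cells. Compound treatment ran 48 or 72 hr at 37 degree Celsius, 5% CO2, 95% humidity.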
IP6K1 inh = inhibitors of human IP6K1; Q92551; IP6K1 kinase, ADP-Glo luminescence, 2 h; active compounds read low; activity change, % (series mostly up to about 58 µM); 0.81% of 140,000 active; in the data active = activity change below about -25%
Target sequence (Q92551 whole entry, looked up): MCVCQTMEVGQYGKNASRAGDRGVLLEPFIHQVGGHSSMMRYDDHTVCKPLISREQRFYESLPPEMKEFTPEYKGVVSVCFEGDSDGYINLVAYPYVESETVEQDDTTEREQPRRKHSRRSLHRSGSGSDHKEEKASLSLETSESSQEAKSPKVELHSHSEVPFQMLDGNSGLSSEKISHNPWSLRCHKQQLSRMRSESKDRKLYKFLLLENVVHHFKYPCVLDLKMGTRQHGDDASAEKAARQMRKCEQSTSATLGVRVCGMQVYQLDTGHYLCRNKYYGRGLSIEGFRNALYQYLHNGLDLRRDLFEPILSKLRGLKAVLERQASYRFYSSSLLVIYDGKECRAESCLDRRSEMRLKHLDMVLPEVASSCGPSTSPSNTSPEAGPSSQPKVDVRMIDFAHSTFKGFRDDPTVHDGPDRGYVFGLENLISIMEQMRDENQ
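ADP-Glo luminescence measures ADP made by human IP6K1 during a 2 h RT reaction with ATP/IP6 (mix at 1.3 mM/130 uM); top library doses 57.5 and 19.1 uM final.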
Starred values were filed as active, the others as inactive; i = inactive; ? = inconclusive; nt = no result given; [ ] = dose if it differs, or a comment. Unless noted, calls come from the whole dose curve; as a rule, active = well fitted curve in the direction sought with a large enough effect; inconclusive = small, poorly fitted or top-dose-only effect, or another doubt; inactive = no such curve, though single readings can be large; an effect the other way counts as inactive or inconclusive. Unless noted, % is set by controls: 0 for no effect and ±100 for the full control effect. Only part of the results is shown; count on the stated rates, not on these rows.

SMILES	3T3 cytotox	SNCA expr inhib	Luciferase inh	HEK293 viab	GPT2 inh	HEK293 tox	IP6K1 inh
CCc1ccc([S+](=O)([O-])c2nnn3c2nc(NC2CC2)c2ccccc23)cc1	?	8%	nt	5%	-2%	-16%	11
COC(=O)CCNC(=O)C1c2ccccc2C(=O)N(c2ccccc2)C12CCCCC2 (stereo not given)	5%	4%	6%	-26%	-9%	1%	9
Cn1c(C(=O)N2CCNc3cnc(Nc4cccc(C(F)(F)F)c4)nc3C2)cc2ccccc21	40µM*	?	-11%	?	-24%	40µM*	-12
Cc1cccc(C2C=C(c3ccc(F)cc3)Nc3nc4ccccc4n32)c1 (stereo not given)	nt	11%	nt	-5%	nt	nt	-5
CCC(Sc1nc2cc(OC)c(OC)cc2c(=O)n1Cc1ccc(OC)cc1)C(=O)NCCOC (stereo not given)	nt	-11%	nt	-1%	nt	nt	28
Cc1cccc(Cn2c(CNC(=O)c3ccccc3)nc3ccccc32)c1	nt	-18%	nt	-8%	nt	nt	-16
O=C(CCC1CCCN(S(=O)(=O)c2cccc(F)c2)C1)Nc1ccc(F)cc1 (stereo not given)	?	?	nt	-30%	-11%	?	1
O=C(O)c1cc(-c2ccc(CN3CCCC(CO)C3)o2)ccc1Cl (stereo not given)	?	-13%	?	16%	-1%	-15%	10
O=C(NCc1ccc(Cl)cc1)C1CCc2nnc(CN[S+](=O)([O-])c3ccccc3Cl)n21 (stereo not given)	-27%	13%	nt	4%	-7%	0%	2
Cc1ccc(S(=O)(=O)Cc2nc(-c3ccc(C(=O)NCCCOC(C)C)cc3)oc2C)cc1	nt	-8%	nt	10%	nt	nt	4
CN(C)[S+](=O)([O-])c1ccc2c(c1)OCCN(Cc1ccccn1)C2	-20%[138 µM]	-12%[87.6 µM]	3%[172 µM]	-11%[87.6 µM]	-1%[88.5 µM]	?	-2
O=C(c1cccc(Cl)c1)N1CCn2c(nn(-c3ccc(C(F)(F)F)cc3)c2=O)C1	?	-26%	-5%	7%	i	?	9
COc1ccc(CNC(=O)C(C)N2Cc3ccccc3C2=O)cc1 (stereo not given)	nt	-7%	nt	-7%	nt	nt	-2
O=C(COc1ccc(F)cc1)NCc1ccc2c(c1)CCN2C(=O)c1ccc(F)cc1	nt	12%	nt	-1%	nt	nt	-14
CCNCc1ccc(-c2ccc(Cl)cc2)o1	?	9%	-9%	10%	i	?	7
O=C(c1ccc(N2CC3CC(C2)[C@H]2CCCC(=O)N2C3)nc1)N1CCC(N2CCCCC2)CC1 (stereo not given in full)	4%	-23%	4%	2%	-14%	-2%	19
CC(C)c1ccc(NC(=O)Cn2nnc(C(=O)NCc3ccc4c(c3)OCO4)c2N)cc1	nt	-6%	nt	1%	nt	nt	5
O=C(C1CCCN1C(=O)C1CC1)N1CCCC(c2nc3ncccc3[nH]2)C1 (stereo not given)	-18%	5%	nt	-1%	i	-1%	-2
Cc1ccc(Cn2c(C3CCN(C(=O)Cc4cccc(F)c4)CC3)n[nH]c2=O)cc1	-8%	2%	6%	4%	-6%	-18%	-8
COc1ccc(OC)c(CN2CCNc3cc(Nc4ccccc4)ncc3C2)c1	35µM*	8%[87.6 µM]	22µM*	?	i	?	-10
Cc1ccc(N)cc1O	nt	-10%	nt	65%	11µM*	nt	-22
CCN1c2cc(C(=O)Nc3ccc(N4CCOCC4)cc3)ccc2C(=O)N2CCCCC21 (stereo not given)	20µM*	4%	-19%	18%[12.5 µM]	i	?	18
COC(=O)c1ccc2nc(C[C@@H]3C[C@@H](C(C)C)[C@H](CNCc4ccc(OC)cc4O)C=C3C)[nH]c2c1	25µM*	3%	-6%	?	-9%	20µM*	-4
CCOc1ccc(NC(=O)C2CCC(CNS(=O)(=O)c3ccc(Br)s3)CC2)cc1 (stereo not given)	nt	12%	nt	-11%	nt	nt	17
Cc1cc(S(=O)(=O)N2CCC3(CCC(=O)N(Cc4ccccc4)CC3)CC2)ccc1F	?	-27%	nt	-10%	i	?	21
Cc1ccc(N2CCN(C(=O)c3nn(C)c4c3CSc3ccccc3-4)CC2C)cc1 (stereo not given)	nt	-4%	nt	3%	nt	nt	14
COCCNC(=O)CSc1nc2cc3c(cc2c(=O)n1Cc1ccc(C(=O)NCCc2ccc(OC)c(OC)c2)cc1)OCO3	nt	18%	nt	6%	nt	nt	3
COc1ccc(-c2cc(C(=O)NC3CC3)c3c(C4CCNC4)noc3n2)cc1 (stereo not given)	?	5%	nt	7%	-3%	?	-1
COc1ccc(CN2CC3(CCN(C(=O)Cc4cccc(OC)c4)CC3)C2=O)cc1	?	11%	1%	3%	i	?	14
CC(=O)N1CCC(C(=O)NCc2nnc3ccc(-c4ccc(C)cc4)nn23)CC1	?	-1%	1%	5%	i	?	-16
COc1ccc(C2(C(=O)N3CCc4ccccc4C3)CCOCC2)cc1	?	?	nt	-12%	3%	?	-5
O=C(Nc1cc(F)cc(F)c1)N1CCC(Oc2ncccc2C(=O)N2CCCCC2)C1 (stereo not given)	-5%	6%	7%	-14%	i	7%	6
Cn1ccc2c(C(=O)N[C@@H]3CCOC[C@H]3Oc3ccccn3)cccc21	-2%	15%	-4%	3%	-4%	3%	12
CC(=O)N1CCN(C(=O)c2cc(-c3ccsc3)nc3c2cnn3C)CC1	-8%	-24%	nt	-1%	-3%	i	-8
CC(=O)N1CCN(CCOc2ccc(C3CCN(C4=Nn5c(nnc5C(F)(F)F)CC4)CC3)cc2)CC1	nt	nt	nt	-8%	i	nt	-6
CC(C)(Oc1nn(CC2CCOCC2)c2ccccc12)C(=O)NC1CCC(O)CC1 (stereo not given)	?	11%[87.6 µM]	1%[172 µM]	8%[87.6 µM]	-3%[88.5 µM]	-6%[172 µM]	6
Cc1ccsc1C(=O)N1CCC(n2cnnc2-c2ccccc2)C1 (stereo not given)	-23%	?	-18%	7%	?	-15%	9
NC(=O)[C@H]1C[C@@H](O)[C@H](O)[C@H]2[C@@H]1SC(=Nc1ccc(Cl)cc1)N2CC1CCCCC1	?	-24%	-5%	-7%	-4%	?	8
Cc1cc(C)cc(NC(=O)CCCn2c3ccccc3c(=O)c3ccccc32)c1	nt	-13%	nt	-6%	nt	nt	23
COc1ccccc1Nc1ccnc(N2CCN(C(=O)N(C)C)CC2)n1	?	4%	nt	8%	i	?	17

Grouped by structure, those above containing a furan ring, fused or not (2)
SMILES	3T3 cytotox	SNCA expr inhib	Luciferase inh	HEK293 viab	GPT2 inh	HEK293 tox	IP6K1 inh
O=C(O)c1cc(-c2ccc(CN3CCCC(CO)C3)o2)ccc1Cl (stereo not given)	?	-13%	?	16%	-1%	-15%	10
CCNCc1ccc(-c2ccc(Cl)cc2)o1	?	9%	-9%	10%	i	?	7

Further entries.
SMILES	3T3 cytotox	SNCA expr inhib	Luciferase inh	HEK293 viab	GPT2 inh	HEK293 tox	IP6K1 inh
CC(C)NC(=O)N[C@H]1C[C@@H](Cc2cc(-c3ccccc3)on2)C1(C)C	?	-12%[87.6 µM]	?	-4%[87.6 µM]	i	?	-7
COc1ccc(NC(=O)CN2C(=O)COc3ccc(C(=O)COc4ccccc4F)cc32)cc1	?	-17%	-21%	?	-19%	-19%	16
CCc1nc2c(c(-c3ccc(OC)cc3)n1)CN(C(=O)c1ccccc1F)CC2	?	-5%	nt	-18%	i	?	6
O=C(O)CCCC(=O)N1Cc2ccccc2CC2(CCCN(CC3CCCCC3)C2)C1 (stereo not given)	i	-23%	nt	10%	-25%	-4%	9
CCn1cc(S(=O)(=O)N2CCC3(CCC3OC)CC2)cn1 (stereo not given)	-18%	-11%	2%	-6%	-18%	-9%	12
COc1ccc(CC(=O)NCCNC(=O)c2ccc(-c3cccc(OC)c3)cc2)cc1	-20%	nt	nt	nt	nt	?	-9
CC1CCN(Cc2ccc(C(=O)N3CCCC4(CCNC4)C3)o2)CC1 (stereo not given)	-4%	25%	9%	-7%	-6%	-26%	7
CCc1noc(-c2cn(C3CCN(C(=O)c4ccc5[nH]ccc5c4)CC3)nn2)n1	-15%	18%	-7%	3%	2%	?	9
Cc1nc(N2CCCC2)c2c(C(=O)Nc3ccc(Br)cc3F)c(C)oc2n1	nt	21%	nt	-17%	nt	nt	0
CC1(C)CN(C(=O)C2CCN(C(=O)C3CCCC3)CC2)CC1(C)O (stereo not given)	i	3%	-4%	9%	i	i	22
CC(C)CN1C(=O)CCc2cc(NC(=O)C3CCC3)ccc21	-12%	-29%	0%	4%	i	?	17
COCCNC(=O)[C@H]1C[C@H](Oc2ccccc2)CN1C(=O)c1ccc(F)cc1	0%	1%	0%	-2%	?	4%	-2
O=C(NC1CCc2ccccc21)c1ccc(CN2C(=O)NC3(CCOCC3)C2=O)cc1 (stereo not given)	-3%	22%	-13%	-2%	i	?	29
Oc1cccc(Nc2ncnc3sc4c(c23)CCCC4)c1	nt	15%	nt	-25%	nt	nt	-28*
CC(=O)N1CCCN(C(=O)c2cnc3c(c2)N(C(=O)Cc2ccc(C(C)C)cc2)CCC3)CC1	?	?	-16%	-3%	?	-28%	4
Cc1nn(-c2ccccc2)c2c1C(C)N(C1CN(C(=O)NC(C)C)C1)C2=O (stereo not given)	?	nt	nt	nt	nt	-3%	12
COc1ccc(C2Cn3nnc(C(=O)N4CCC(C(=O)NCC5CC5)CC4)c3CO2)cc1 (stereo not given)	-3%	-11%	-7%	-14%	i	4%	0
CC1CCC2(CC1)NC(=O)N(CC(=O)Nc1cccc(C(F)(F)F)c1)C2=O (stereo not given)	?	-26%	10%	-22%	i	25µM*	38
CCc1ccc(-c2cn3c(n2)sc2cc(C(=O)NCCc4ccc(OC)cc4OC)ccc23)cc1	nt	113%[activator]	nt	3%	nt	nt	4

Structural class, those above containing a thiophene ring, fused or not
SMILES	3T3 cytotox	SNCA expr inhib	Luciferase inh	HEK293 viab	GPT2 inh	HEK293 tox	IP6K1 inh
CCOc1ccc(NC(=O)C2CCC(CNS(=O)(=O)c3ccc(Br)s3)CC2)cc1 (stereo not given)	nt	12%	nt	-11%	nt	nt	17
CC(=O)N1CCN(C(=O)c2cc(-c3ccsc3)nc3c2cnn3C)CC1	-8%	-24%	nt	-1%	-3%	i	-8
Cc1ccsc1C(=O)N1CCC(n2cnnc2-c2ccccc2)C1 (stereo not given)	-23%	?	-18%	7%	?	-15%	9
Oc1cccc(Nc2ncnc3sc4c(c23)CCCC4)c1	nt	15%	nt	-25%	nt	nt	-28*

Compound activity from PubChem.
